Screening results as filed in PubChem.
NSD2 HMT inh = inhibitors of human histone methyltransferase NSD2; O96028; NSD2 peptide methylation, AlphaScreen, 120 min; inhibition, % at 12.5 µM; hit rate 0.54% among 310,000; AID 743445; in the data active = inhibition above about 50%
Numbers without * were called inactive.

SMILES | NSD2 HMT inh
O=C(NCc1cccnc1)c1csc([C@H]2C[C@H](O)[C@@H](CO)O2)n1 | 0
CCOc1ccccc1NC(=O)c1cc2c(C)nn(-c3ccccc3)c2s1 | -1
CCn1c(Cc2cccs2)nnc1SCC(=O)Nc1ccc2c(c1)OCCO2 | 0
CC1(C(=O)NS(=O)(=O)Cc2cccc(Cl)c2)CCN1C(=O)CCc1cccs1 (centres undefined) | -1
c1ccc(-c2cc3nc(NCc4cccs4)nc(NCc4ccc5occc5c4)c3s2)cc1 | 0
CCCCCCCCN1C(=O)[C@@H](CC(=O)NCc2ccccc2)C[C@@]2(C(=O)OC)C1=C[C@H](C1CCCC1)O[C@@H]2C | -1
COCCSc1ncccc1-c1nc2ccccc2[nH]1 | -3
CC(=O)c1cccc(-c2cnc3c(NC=O)cc(-c4ccc(C(=O)N5CCOCC5)cc4)cn23)c1 | 0
CCc1nc2c(OCc3ccc(Cl)cc3)cccn2c1N(C)C(=O)c1ccc2c(c1)OCO2 | 2
CCCCCCCCN1C(=O)[C@H](CC(=O)N2CCCC2)C[C@@]2(C(=O)OC)CC(C)(C)CC=C12 | 2
CC(C)Nc1ncnc2c1ncn2[C@H]1CN(Cc2cccs2)C[C@@H](CO)O1 | 0
CNC(=O)OCc1nc(SC2CCCCO2)n(C)c1COC(=O)NC (centres undefined) | -1
O=C(CSc1nc2ccccc2o1)NN=C/C=C/c1ccccc1 | 5
O=C(NCc1ccco1)C1CCCN(S(=O)(=O)c2cccs2)C1 (centres undefined) | -2
O=C(NCc1c(F)cccc1F)C1CCCN(c2ncccn2)C1 (centres undefined) | 8
COC(=O)c1cc(=O)nc(NN=Cc2ccccc2O)s1 | -1
NC(=O)c1cccc(-c2ccnc3c2CC(C(=O)NCC2CC2)O3)c1 (centres undefined) | 0
CCC(=O)N1CCC1(C)C(=O)Nc1cnc2ccccc2c1 (centres undefined) | 0
CC(O)(c1ccccc1)c1nc(-c2ccncc2)cs1 (centres undefined) | -4
Cc1ccc(C(=O)N(Cc2ccccn2)CC2CCCO2)cc1 (centres undefined) | -6
CC1(C(=O)Nc2cccc3cccnc23)CCN1C(=O)CCC1CCCC1 (centres undefined) | -1
CCNC(=O)C1(C)CCCN(C(=O)c2sc(-c3ccccc3)nc2C)C1 (centres undefined) | -3
CN(C)c1cccc(NC(=O)C2Cc3c(-c4cccnc4)ccnc3O2)c1 (centres undefined) | 5
Nc1nc2c(ncn2[C@@H]2O[C@H](C(=O)NCCc3c[nH]c4ccccc34)[C@@H](O)[C@H]2O)c(=O)[nH]1 | -2
CC1(C(=O)O)CCCN1C(=O)c1cccc(F)c1 (centres undefined) | 1
OC(c1cccc(Cl)c1)c1ncc(-c2ccc3ccccc3c2)[nH]1 (centres undefined) | 1
COC(=O)C1=C(C)N(Cc2ccc(Br)cc2)C(=S)NC1c1cccc(OC)c1 (centres undefined) | -1
OC(c1ccc(F)cc1)c1nc(-c2cccc(C(F)(F)F)c2)cs1 (centres undefined) | -1
CC1(C(=O)Nc2cccc(Oc3ccccc3)c2)CCN1C1Cc2ccccc2C1 (centres undefined) | -1
CCCCNC(=O)C1(C)CCN1C(=O)c1cccc2c1OCCO2 (centres undefined) | 29
Cc1ccc(-c2nnc(SCC(=O)Nc3ccc4c(c3)OCCO4)n2-c2ccc(C)cc2)cc1 | 1
CC1(C(=O)NS(=O)(=O)c2cccc(C#N)c2)CCN1C(=O)CCC1CCCC1 (centres undefined) | -1
CCNC(=O)C1CCCN(Cc2ccc3ccccc3c2Br)CC1 (centres undefined) | 0
CCOc1ccc(C(CN2CCOCC2)C(C)=O)cc1OC (centres undefined) | 6
CCc1nc2c(OCC(=O)c3ccc(F)cc3)cccn2c1N(C)C(=O)c1ccccc1F | 1
C/C(=N/NC(=O)CSc1nnc(-c2ccccc2)n1-c1ccc(Cl)cc1)c1cccc(O)c1 | 0
Cn1c(=O)c(=O)n(C)c2cc(S(=O)(=O)N3CCN(Cc4ccc5c(c4)OCO5)CC3)ccc21 | 3
CCCS(=O)(=O)NC(=O)C1(C)CCN(C(=O)Cc2ccc(OC)cc2)C1 (centres undefined) | -2
Cc1nn(CCC(=O)NNC(=O)Nc2ccc(F)cc2)c(C)c1[N+](=O)[O-] | -4
COc1cccc(-c2cnc3c(NC=O)cc(-c4ccc(O)c(OC)c4)cn23)c1 | 1
CCc1nc2ccc(C(=O)N(CC)CCN(C)C)cn2c1N(C)Cc1nccs1 | 2
Cc1[nH]cnc1/C=N\NC(=O)c1cccc(S(=O)(=O)N(C)C)c1 | 0
O=C(Nc1ccc(Cl)cc1)C1Cc2c(-c3ccc4c(c3)OCO4)ccnc2O1 (centres undefined) | -1
CCc1nc2ccc(C(=O)NCCOc3ccc(OC)cc3)cn2c1N(CC)Cc1ccc(OC)c(OC)c1 | 1
Cc1ccc(S(=O)(=O)N2CCC(=O)N([C@H](COCc3cccc(C(F)(F)F)c3)C(C)C)CC2)cc1 | -1
Cc1c(NC(=O)Cn2cnc3c(=O)n(C)c(=O)n(C)c32)cccc1-c1nc2ccccc2o1 | -2
CC(O)(c1cccnc1)c1nc(-c2cccc3cccnc23)cs1 (centres undefined) | 0
COc1ccccc1-c1ccc2c(c1)C(C)(Cc1ccc(F)c(Cl)c1)C(=O)N2 (centres undefined) | 0
COc1ccc(-c2ccc(C(=O)NCc3ccncc3)c3occc23)c(C)c1 | 8
COc1ccc(NC(=O)c2cc(-c3cc(Cl)ccc3OC)n[nH]2)cc1OC | 1
CCCS(=O)(=O)NC(=O)C1(C)CCCN(C(=O)c2cc(-c3ccccc3)cs2)C1 (centres undefined) | -3
CC(C)NC(=O)C1(C)CN(S(C)(=O)=O)CC(=O)N1Cc1ccco1 (centres undefined) | -2
O=C(NN=Cc1ccco1)c1cccnc1 | 23
CN(C)S(=O)(=O)c1cccc(C(=O)N/N=C\c2ccnc3ccccc23)c1 | 7
COc1cccc(Cn2c3ccc(NC(=O)Cc4cc(OC)ccc4OC)cc3c(=O)n2C)c1 | 2
CC(O)(c1cccc(F)c1)c1nc(-c2csc3ccccc23)cs1 (centres undefined) | 0
Cc1cc(C)n2c(SCC(=O)Nc3ccc(Cl)cn3)nnc2n1 | 2
Clc1ccc(-n2c(COc3ccccc3)nnc2SCc2nc3ccccc3[nH]2)cc1 | 2
CCCCNC(=O)C1(C)CCN1C(=O)c1ccc2ccccc2n1 (centres undefined) | -2
CCCNC(=O)C1(C)CCCN(C(=O)C2(c3ccc(Cl)cc3)CCCC2)C1 (centres undefined) | -1
Other entries.
SMILES | NSD2 HMT inh
COc1cccc(C(C)(O)c2nc(-c3cccc(C(=O)O)c3)cs2)c1 (centres undefined) | -1
CCCNC(=O)C1(C)CCCN(C(=O)c2ccc3sccc3c2)C1 (centres undefined) | 2
CC(C)(C(=O)N1CCC1(C)C(=O)NS(=O)(=O)c1ccccc1Cl)c1ccccc1 (centres undefined) | -2
COc1ccc(-n2ncc(Cl)c(Cl)c2=O)cc1 | -5
CCn1c2ccccc2c2cc(NC(=O)COC(=O)c3cc(Cl)cc(Cl)c3)ccc21 | 0
CC(C)CNC(=O)c1cccc2c(-c3cccc(C(N)=O)c3)coc12 | -1
CC1(C(=O)NS(C)(=O)=O)CCN1C(=O)Cc1ccc(Cl)cc1Cl (centres undefined) | -1
O=[N+]([O-])c1ccc(SN2CCCCC2)c([N+](=O)[O-])c1 | 6
CCCNC(=O)C1(C)CCCN(Cc2c3ccccc3nn2C)C1 (centres undefined) | -1
CC(C(=O)NC(C)(C)C)n1c(-c2ccc3c(c2)OCO3)nc2ccccc21 (centres undefined) | -3
COC(=O)C1=C(C)N(Cc2ccc(C(F)(F)F)cc2)C(=NCc2ccc(C(F)(F)F)cc2)NC1c1ccccc1C(F)(F)F (centres undefined) | -1
CCC1CCCCN1C(=S)NN=C(C)c1ccccn1 (centres undefined) | 17
Cc1cccc2c1CCC1CN(Cc3ccccc3)S(=O)(=O)N21 (centres undefined) | 10
Cc1ccc(F)cc1-c1cc(C(=O)NCc2cc(C(F)(F)F)cc(C(F)(F)F)c2)[nH]n1 | -3
Cn1c(=O)c2cc(NC(=S)NC3CCCCC3)ccc2n1Cc1ccc(F)cc1 | 2

Entries from the list above with a nitro group on carbon:
SMILES | NSD2 HMT inh
Cc1nn(CCC(=O)NNC(=O)Nc2ccc(F)cc2)c(C)c1[N+](=O)[O-] | -4
O=[N+]([O-])c1ccc(SN2CCCCC2)c([N+](=O)[O-])c1 | 6

The listing continues.
SMILES | NSD2 HMT inh
COc1cccc(-c2cnc(C(O)c3ccc(F)cc3)[nH]2)c1 (centres undefined) | 1
Cc1ccccc1-c1cnc(C(O)c2ccc(Cl)c(F)c2)[nH]1 (centres undefined) | 3
O=C(NCc1ccccc1)c1cc(C2CCCCN2S(=O)(=O)c2cccc3cccnc23)on1 (centres undefined) | -2
CCN(CC)C(=O)c1ccc2nc([C@H]3C[C@H](O)[C@@H](CO)O3)[nH]c2c1 | -2
CCc1nc2ccc(C(=O)NCCCN3CCCC3=O)cn2c1N(C)C(=O)C1CCCCC1 | -7
C=CCn1c(SCC(=O)Nc2ccccc2-c2ccccc2)nnc1-c1ccc(Cl)cc1 | 0
Cc1ccccc1-c1nc(NC(C)C)nc2ccsc12 | -11
COC(=O)c1ccc(S(=O)(=O)N2CCC(NC(=O)CCC3CCCC3)CC2)cc1 | -5
CC(=O)N1C(=O)C2(NCC(C)N2)c2ccccc21 (centres undefined) | -1
Cn1nc(C2CC2)cc1NC(=O)C1(C)CCN1C(=O)Cc1ccc(-c2ccccc2)cc1 (centres undefined) | -3
Cc1ccnn2c(-c3ccccc3)c3c(=O)n(C)c(=O)n(C)c3c12 | -1
CC(=O)Nc1cccc(-c2csc(C(NC(C)=O)c3ccc(F)c(F)c3)n2)c1 (centres undefined) | 0
O=C(CSc1nnc(-c2cnccn2)n1-c1ccccc1)Nc1ccc2cn[nH]c2c1 | 3
CC(=O)Nc1cc(-c2cccc(NS(C)(=O)=O)c2)cn2c(-c3ccccc3)cnc12 | -2
CCc1nc2c(OCC(N)=O)cccn2c1N(C)C(=O)c1cccs1 | 0
CCn1c(=O)cc(N2CCN(c3cccc(C(F)(F)F)c3)CC2)[nH]c1=O | 0
O=C(NCc1ccc(F)cc1)c1cc(C2CCCN(C(=O)c3cccs3)C2)on1 (centres undefined) | 2
Cc1ccc(CN2C(=O)C(C)Sc3ccc(C#N)cc32)cc1 (centres undefined) | -2
Cc1cc(Cl)ccc1C(O)c1ncc(-c2ccc(C(F)(F)F)cc2)[nH]1 (centres undefined) | 4
CCc1nc2ccc(C(=O)N3CCN(S(=O)(=O)CC)CC3)cn2c1N(C)C(=O)C1CCCCC1 | 0
O=C(Nc1ccc2c(c1)OCO2)c1ccc2nc([C@@H]3O[C@H](CO)[C@H](O)[C@H](O)[C@H]3O)[nH]c2c1 | -2
COc1ccc(OCCN2CCC(C(=O)NC(C)c3cccc4ccccc34)CC2)cc1 (centres undefined) | -1
CC(=O)c1cccc(-c2ccnc3c2CC(C(=O)Nc2ccc(Cl)cc2)O3)c1 (centres undefined) | -2
CCC(CO)Nc1ccn2nc(-c3cccs3)cc2n1 (centres undefined) | 1
O=C(CSc1nnc(-c2ccccc2)n1-c1ccc(Cl)cc1)NN=Cc1c[nH]c2ccccc12 | -2
O=C(NCc1cccnc1)c1cc(C2CCCCN2C(=O)OCCF)on1 (centres undefined) | -4
CN(C)c1ncnc2c1ncn2[C@H]1CN(C2CCCC2)C[C@@H](CO)O1 | 0
O=C(c1ccc2c(c1)C(=O)NC2=O)c1ccc2c(c1)C(=O)NC2=O | 4
CSc1ccc(CNC(=O)C2(C)CCCN2C)cc1 (centres undefined) | 1
COCCCN1C(=O)C(CC(=O)NCc2cccs2)CC(C(=O)N2CCCCCC2)=C1C (centres undefined) | -1
Nn1c(SCC(=O)NC2CCCCC2)nnc1-c1cc(-c2ccc(F)cc2)n[nH]1 | -18
COc1ccccc1CC1(C)C(=O)Nc2ccc(OC(F)(F)F)cc21 (centres undefined) | -2
Cc1cc(C(=O)OCC(=O)Nc2cc(S(=O)(=O)N(C)C)ccc2C)c(C)o1 | 0
NC(CCc1ccccc1)c1csc(NC(=O)NCC2CCCCC2)n1 (centres undefined) | 3
COc1cc(CNC(=O)Nc2nc(C(N)Cc3ccc(C(F)(F)F)cc3)cs2)cc(OC)c1OC (centres undefined) | 1
COc1cccc(CN2CCC(C)(Oc3cccc(Cl)c3)C2)c1OC (centres undefined) | 1
CCOC(=O)c1csc(NC(=O)C2CCCN(S(=O)(=O)c3cc(OC)ccc3OC)C2)n1 (centres undefined) | 0

Grouped by structure, the compounds so far containing an aryl methoxy group (17)
SMILES | NSD2 HMT inh
COC(=O)C1=C(C)N(Cc2ccc(Br)cc2)C(=S)NC1c1cccc(OC)c1 (centres undefined) | -1
CCOc1ccc(C(CN2CCOCC2)C(C)=O)cc1OC (centres undefined) | 6
CCCS(=O)(=O)NC(=O)C1(C)CCN(C(=O)Cc2ccc(OC)cc2)C1 (centres undefined) | -2
COc1cccc(-c2cnc3c(NC=O)cc(-c4ccc(O)c(OC)c4)cn23)c1 | 1
CCc1nc2ccc(C(=O)NCCOc3ccc(OC)cc3)cn2c1N(CC)Cc1ccc(OC)c(OC)c1 | 1
COc1ccccc1-c1ccc2c(c1)C(C)(Cc1ccc(F)c(Cl)c1)C(=O)N2 (centres undefined) | 0
COc1ccc(-c2ccc(C(=O)NCc3ccncc3)c3occc23)c(C)c1 | 8
COc1ccc(NC(=O)c2cc(-c3cc(Cl)ccc3OC)n[nH]2)cc1OC | 1
COc1cccc(Cn2c3ccc(NC(=O)Cc4cc(OC)ccc4OC)cc3c(=O)n2C)c1 | 2
COc1cccc(C(C)(O)c2nc(-c3cccc(C(=O)O)c3)cs2)c1 (centres undefined) | -1
COc1ccc(-n2ncc(Cl)c(Cl)c2=O)cc1 | -5
COc1cccc(-c2cnc(C(O)c3ccc(F)cc3)[nH]2)c1 (centres undefined) | 1
COc1ccc(OCCN2CCC(C(=O)NC(C)c3cccc4ccccc34)CC2)cc1 (centres undefined) | -1
COc1ccccc1CC1(C)C(=O)Nc2ccc(OC(F)(F)F)cc21 (centres undefined) | -2
COc1cc(CNC(=O)Nc2nc(C(N)Cc3ccc(C(F)(F)F)cc3)cs2)cc(OC)c1OC (centres undefined) | 1
COc1cccc(CN2CCC(C)(Oc3cccc(Cl)c3)C2)c1OC (centres undefined) | 1
CCOC(=O)c1csc(NC(=O)C2CCCN(S(=O)(=O)c3cc(OC)ccc3OC)C2)n1 (centres undefined) | 0

Not all compounds are listed. The share of hits here may be higher or lower than overall.
